GPR151 activ: activates the human receptor GPR151; actives 1% (n = 650,000); activation, % at 11.2 µM; AID 1508602; Q8TDV0; PathHunter beta-arrestin GPR151 cells, luminescence; in the data active means activation above about 4.9%;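 further: 0% = median of compound wells and 100% = cells with positive control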
Target sequence (Q8TDV0 whole entry, looked up): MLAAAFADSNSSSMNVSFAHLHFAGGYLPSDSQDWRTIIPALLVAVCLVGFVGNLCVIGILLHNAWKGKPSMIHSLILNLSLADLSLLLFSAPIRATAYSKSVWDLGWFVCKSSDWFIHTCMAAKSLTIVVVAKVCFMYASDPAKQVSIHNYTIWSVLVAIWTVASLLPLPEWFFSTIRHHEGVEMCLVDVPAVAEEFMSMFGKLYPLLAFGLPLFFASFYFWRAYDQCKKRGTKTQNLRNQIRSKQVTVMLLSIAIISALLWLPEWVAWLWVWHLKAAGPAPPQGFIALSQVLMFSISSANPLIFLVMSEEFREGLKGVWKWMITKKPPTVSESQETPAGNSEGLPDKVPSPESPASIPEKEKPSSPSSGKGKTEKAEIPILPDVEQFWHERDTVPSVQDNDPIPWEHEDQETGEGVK
FBW7 activator: human FBW7 E3 ligase activation, primary screen; AlphaScreen FBW7–phospho-cyclin E peptide binding, activator screen; normalized activity (activation), % at 26.1 µM; actives 0.13% (n = 650,000); AID 1259310; in the data active means normalized activity above about 1.9%;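 further: purified mutant Fbw7 with reduced substrate affinity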
TEAD-YAP block: TEAD-YAP interaction inhibition | AID 1259422 | HEK-TIYL cells, TEAD-Gal4/YAP UAS-luciferase luminescence | inhibition, % at 9.12 µM | actives 1.4% (n = 640,000); in the data active means inhibition above about 32%;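 further: 0% = median of test compound wells and 100% = reference inhibitor wells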
MITF inh: human MITF inhibition, primary screen; O75030; AlphaScreen MITF homodimerization, bead proximity signal; inhibition, % at 2.6 µM; actives 0.91% (n = 650,000); in the data active means inhibition above about 50%;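 further: 0% = vehicle wells with protein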
Target sequence (O75030 whole entry, looked up): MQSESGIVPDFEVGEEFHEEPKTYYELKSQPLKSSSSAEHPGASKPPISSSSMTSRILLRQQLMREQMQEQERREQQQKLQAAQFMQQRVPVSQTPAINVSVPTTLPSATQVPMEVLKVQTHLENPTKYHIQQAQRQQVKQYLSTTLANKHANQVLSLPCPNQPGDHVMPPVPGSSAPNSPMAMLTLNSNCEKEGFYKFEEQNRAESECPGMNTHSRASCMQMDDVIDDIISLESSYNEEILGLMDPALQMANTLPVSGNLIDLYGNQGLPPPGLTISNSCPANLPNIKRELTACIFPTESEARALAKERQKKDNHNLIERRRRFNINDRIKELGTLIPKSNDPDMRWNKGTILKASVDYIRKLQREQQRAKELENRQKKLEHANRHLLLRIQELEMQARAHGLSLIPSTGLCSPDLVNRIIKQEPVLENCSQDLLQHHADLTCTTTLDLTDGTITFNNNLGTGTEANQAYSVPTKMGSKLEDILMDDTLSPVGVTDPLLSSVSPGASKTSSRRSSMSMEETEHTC
* marks the source's active call; other numbers are inactive results. This is a random part of the collection (roughly 3.5% active in at least one column).

item	smiles	FBW7 activator	GPR151 activ	MITF inh	TEAD-YAP block
1	Cn1cccc(C(=O)NCCOc2ccc3nnc(-c4ccccc4)n3n2)c1=O	0.4	-1.0	18	16
2	COc1ccc(NC(=O)CCCCCn2c(SCc3ccc(C)cc3)nc3ccsc3c2=O)cc1	-0.1	0.0	-23	2
3	COc1cccc2cc(NC(=O)c3ccc(C)c([N+](=O)[O-])c3)c(=O)oc12	-0.1	-0.5	7	-5
4	Nc1nc(O)c(N=Nc2ccc(S(=O)(=O)N3CCOCC3)cc2)c(=O)[nH]1	0.2	0.4	5	3
5	NS(=O)(=O)c1ccc(N2CCOCC2)c(C(=O)O)c1	0.9	-0.6	10	1
6	CCNC(=O)/C(C#N)=C/c1c(Oc2ccc(OC)cc2)nc2c(C)cccn2c1=O	0.0	-0.9	-3	0
7	Cc1ccc(C)c(-c2csc(N)c2C(=O)OC(C)C)c1	0.0	1.3	2	5
8	CC(NC(=O)C(=O)N1CCCCC1)C(c1cccs1)N1CCOCC1 (stereo not given)	0.5	-0.5	17	0
9	CC1CCN(c2nc(C#N)c(Cl)c(Cl)c2Cl)CC1	0.2	0.4	0	-6
10	Cc1cc(NC(=O)NC(C)(C(F)(F)F)C(F)(F)F)no1	0.1	-0.1	1	0
11	CCCC(=O)NC(c1ccc(OC)cc1)c1cc([N+](=O)[O-])c2cccnc2c1O (stereo not given)	-0.3	1.6	21	5
12	COc1cc(OC)cc(-c2cc(N)n(S(=O)(=O)c3ccc(OC)c(OC)c3)n2)c1	-0.2	-0.5	6	-13
13	CCOc1cc(CO)cc(Br)c1OCC(=O)Nc1ccccc1C	-0.1	2.1	10	4
14	CCOC(=O)C1=C(C)Nc2ccccc2N/C1=N\S(=O)(=O)c1ccc2c(c1)OCCO2	0.1	1.7	5	-10
15	Cc1ccc(OC2OC(CO)C(O)C(O)C2O)cc1C (stereo not given)	-0.2	-0.4	2	4
16	CCOC(=O)C1(CC)NC(c2ccc(Cl)cc2)C2C(=O)N(CC)C(=O)C21 (stereo not given)	0.2	-0.9	24	3
17	O=C(Nn1c(-c2ccc(Br)cc2)nc2ccccc2c1=O)c1ccc(Cl)cc1	0.2	-0.9	-6	-5
18	O=C(O)Cc1ccc(NC(=O)c2ccccc2-c2ccccc2C(=O)O)cc1	0.0	6.6*	7	7
19	CC(=O)c1ccc(N2CCN(C(=O)Nc3cccc(F)c3)CC2)cc1	-0.2	11*	-12	-10
20	COC(=O)c1c(NC(=O)C2C3C=CC(C3)C2C(=O)O)sc2c1CCC2 (stereo not given)	0.1	-0.8	17	26
21	C#CCN1C(=O)S/C(=C/c2ccc(OCC(N)=O)c(OC)c2)C1=O	0.0	4.3	9	-1
22	COc1ccc(S(=O)(=O)N2CCSC2c2ccc(Cl)c([N+](=O)[O-])c2)cc1 (stereo not given)	-0.2	0.8	11	7
23	O=C(O)c1ccc2cccc(Cl)c2c1O	0.1	-0.6	8	11
24	COc1ccc(NC(=O)N2CCCC(N(C)CCc3ccccn3)C2)cc1Cl (stereo not given)	-0.1	-0.5	10	-3
25	CCOc1ccc(C(=O)NC2C3CC4CC(C3)CC2C4)cc1[N+](=O)[O-] (stereo not given)	0.2	-0.4	-16	-10
26	CCN(CC)C(=O)Oc1ccc(Cl)c2ccccc12	0.0	-1.7	1	-33
27	CC(C)Cc1c(C#N)c(SCC(=O)c2ccc(Cl)cc2)nc2c1CCCC2	-0.1	-1.0	-3	-5
28	COc1cccc(C(=O)NC(=S)Nc2ccc(Br)cn2)c1	0.0	0.2	-16	-41
29	CS(=O)(=O)N1CCN(c2ccccc2NC(=O)c2ccc(-c3ccccc3)cc2)CC1	-0.2	0.6	-11	-2
30	COc1ccc(CCC(=O)Nc2ccc(Cl)c([N+](=O)[O-])c2)cc1	-0.1	-0.9	12	5
31	Fc1ccc(C2Nc3ccccc3C3OCCCC23)cc1 (stereo not given)	0.0	0.1	-14	1
32	CC1CN2C(=O)Cc3c(S(=O)(=O)Nc4ccc(F)cc4)ccc(c32)S1 (stereo not given)	0.0	0.0	10	23
33	Cc1cccc(-n2cc(-c3ccccc3)c3c(NCCc4ccc(Cl)cc4)ncnc32)c1	-0.2	-0.3	-3	0
34	O=c1oc2ccc(Cl)cc2cc1-c1nc(-c2ccccc2)c2cc(Cl)ccc2n1	-0.1	-1.0	-1	-7
35	O=C(N[C@H]1C[C@H]2C(=O)N[C@@H](CO)C(=O)N2C1)c1ccc(-c2ccccc2)cc1	-0.1	-1.2	8	-1
36	CCn1c(=O)cc(OCC(=O)NC(C)C)c2ccccc21	0.1	-0.5	8	6
37	CC(C)N(CCNC(=O)c1cccc(-c2ccc(N3CCN(C)CC3)cc2)c1)C(C)C	0.0	1.7	5	-28
38	COc1ccc(CNc2nc(-c3cccnc3)nn2C(=O)COc2ccccc2)cc1	0.0	2.1	3	-1
39	COc1ccc(S(=O)(=O)Nc2ccc(NC(C)=O)cc2)cc1Cl	-0.1	-0.2	-5	1
40	CN1CCCN(C(=O)C2CC23CCN(Cc2cccn2-c2ccccn2)CC3)CC1 (stereo not given)	-0.1	-0.2	2	-9
41	Nc1ccc(C(=O)ONc2nc3ccc(N)cc3[nH]2)cc1	0.0	-0.1	8	-9
42	C/C(=N\NC(=O)CSCc1ccccc1)c1ccccc1O	-1.0	0.2	1	-7
43	CCOC(=O)c1cccc(NC(=O)COc2ccc([N+](=O)[O-])cc2)c1	0.0	0.0	7	1
44	CCCOc1ccc(N2C(=O)CC(N(CC34CC5CC(CC(C5)C3)C4)C(C)=O)C2=O)cc1 (stereo not given)	0.4	1.8	9	3
45	COC(=O)C1=C(C)N(CC(C)C)C(=O)/C1=C\c1ccc(C)cc1	0.0	0.6	4	-11
46	Cc1ccc(C2OCC3(CO2)SC(N)=NC3=O)cc1 (stereo not given)	-0.3	0.4	18	-4
47	Cc1ccc(N(CC(=O)Nc2ccc(Br)cc2)S(C)(=O)=O)cc1Cl	0.2	-1.5	17	-13
48	Cc1nc2sc(C(=O)Nc3cccc(C(F)(F)F)c3)c(C)c2c(=O)[nH]1	0.0	6.5*	11	2
49	c1ccc(-c2nn3c(Cn4nnc5ccccc54)nnc3s2)cc1	-0.1	-1.5	3	2
50	COc1ccccc1NC(C)C(=O)N/N=C/c1ccc(C)o1 (stereo not given)	-0.1	-0.6	9	-2
51	Cc1ccc2nc(NC(=O)CSc3ccc(-c4cccnc4)nn3)sc2c1	0.0	-1.8	3	-65
52	COc1ccccc1C(O)(C(=O)NCc1ccccc1)c1ccccc1OC	0.3	-0.9	24	19
53	CC(C)Oc1ccc(C(=O)N2CCC(c3nc4ccccc4[nH]3)CC2)cc1	0.4	-0.1	3	2
54	Cc1ncc(C[n+]2ccc(C)c3ccccc32)c(N)n1	0.9	-1.3	-24	-4
55	CN1CCN(c2nc(-c3ccc(C(C)(C)C)cc3)nc3ccccc23)CC1	-0.5	-1.8	9	82*
56	COc1ccc(NC(=O)/C=C/c2cccc3ccccc23)cc1	0.0	0.4	-22	-3
57	CCN(CC)C(=O)C1CCN(c2nc3nonc3nc2NC2CCCC2)CC1	0.0	-0.8	-3	-1
58	CC(=O)Nc1ccc(NC(=O)CSCc2ccc(Cl)cc2Cl)cc1	0.3	1.0	10	-5
59	CCOc1cccc(/C=C2\SC(=S)N(CCOC)C2=O)c1O	0.0	0.0	15	3
60	CCCc1cc(=O)[nH]c(Nc2cccc(F)c2)n1	0.2	2.9	-15	11

Sorted by molar mass (ascending): 5 of the compounds above
item	smiles	FBW7 activator	GPR151 activ	MITF inh	TEAD-YAP block
60	CCCc1cc(=O)[nH]c(Nc2cccc(F)c2)n1	0.2	2.9	-15	11
54	Cc1ncc(C[n+]2ccc(C)c3ccccc32)c(N)n1	0.9	-1.3	-24	-4
55	CN1CCN(c2nc(-c3ccc(C(C)(C)C)cc3)nc3ccccc23)CC1	-0.5	-1.8	9	82*
58	CC(=O)Nc1ccc(NC(=O)CSCc2ccc(Cl)cc2Cl)cc1	0.3	1.0	10	-5
44	CCCOc1ccc(N2C(=O)CC(N(CC34CC5CC(CC(C5)C3)C4)C(C)=O)C2=O)cc1 (stereo not given)	0.4	1.8	9	3

The list goes on.
item	smiles	FBW7 activator	GPR151 activ	MITF inh	TEAD-YAP block
61	Cc1cc(C)nc(SCC(=O)N/N=C/c2c(O)n(C)c(=O)n(C)c2=O)n1	0.0	-0.3	13	4
62	CCCOc1nnc(-c2ccc(Cl)cc2)c2ccccc12	0.0	1.1	0	0
63	Cc1c(C#N)c2ccccc2n1CC(=O)N1CCCc2ccccc21	0.1	0.3	2	-2
64	CC(=O)c1ccc(NC(=S)NCCSCc2ccco2)cc1	0.1	-0.9	-15	-14
65	CN(C)c1cccc(Nc2nc(NCCO)c3ncn(-c4ccccc4)c3n2)c1	0.1	-1.0	8	10
66	O=C(c1cc2ccccc2oc1=O)N1CCSC1c1ccccc1Cl (stereo not given)	-0.2	0.8	-1	-2
67	Cn1c(NN)nc2sc3c(c2c1=O)CCC(C(C)(C)C)C3 (stereo not given)	0.2	-0.2	11	8
68	CCOc1ccc(C2/C(=C(/O)c3ccc(Cl)cc3)C(=O)C(=O)N2CCO)cc1 (stereo not given)	0.6	0.4	7	13
69	COCCn1c(=NC(=O)c2cccs2)sc2cc(OC)c(OC)cc21	0.4	-1.7	4	-35
70	O=C(CS(=O)(=O)Cc1ccccc1)N1CCN(c2cccc(Cl)c2)CC1	0.2	-0.5	2	7
71	CC(=O)c1cc(Cl)ccc1OC(=O)c1cccc([N+](=O)[O-])c1	-0.2	1.2	-9	-1
72	O=C(Nc1ccc2oc(-c3cc(I)ccc3Cl)nc2c1)c1cc([N+](=O)[O-])ccc1Cl	-0.3	0.1	-1	18
73	CC1(C)CC(=O)N(CC(=O)NC2CC2)c2ccccc2S1	-0.2	0.2	0	1
74	CCOC(=O)N1CCN(C(=O)C2CCN(Cc3ccc(O)c(OCC)c3)CC2)CC1	-0.1	1.9	48	-2
75	CC(C)Oc1ccc(S(=O)(=O)N2CCCCC2)cc1N	0.0	1.7	-8	-4
76	C/C(=N\Nc1ccc(C(F)(F)F)cc1[N+](=O)[O-])C1CC1	0.0	4.0	8	7
77	CC1CCC/C(=N\NS(=O)(=O)c2ccccc2)C1 (stereo not given)	0.0	-0.4	-5	-16
78	N#Cc1cc([N+](=O)[O-])ccc1NC(=O)COC(=O)CNC(=O)c1ccccc1	-0.1	1.1	3	8
79	O=C(NCCCN1CCCCCC1)c1ccc2c(=O)n(CCc3ccccc3)c(=O)[nH]c2c1	0.0	0.4	-4	1
80	CN(Cc1ccccc1)C(=O)Cn1ncn2cccc2c1=O	0.0	0.4	9	-3

Grouped by structure, those above with a tert-butyl group
item	smiles	FBW7 activator	GPR151 activ	MITF inh	TEAD-YAP block
55	CN1CCN(c2nc(-c3ccc(C(C)(C)C)cc3)nc3ccccc23)CC1	-0.5	-1.8	9	82*
67	Cn1c(NN)nc2sc3c(c2c1=O)CCC(C(C)(C)C)C3 (stereo not given)	0.2	-0.2	11	8

Continued:
item	smiles	FBW7 activator	GPR151 activ	MITF inh	TEAD-YAP block
81	Cc1ccc(NC(=O)C2C3NC(=S)N(c4ccccc4)C2(C)Oc2ccc(C)cc23)c(C)c1 (stereo not given)	0.1	-0.8	43	7
82	NS(=O)(=O)c1cccc(NC(=S)NC2CCCCC2)c1	-0.1	-2.1	-11	-6
83	COC(=O)c1sccc1S(=O)(=O)Nc1ccc2c(c1)CCC2	-0.1	1.2	-1	4
84	CCc1ccc(S(=O)(=O)N(C(=O)c2cccc([N+](=O)[O-])c2)c2ccc3oc(C)c(C(C)=O)c3c2)cc1	0.0	0.8	1	2
85	COc1ccc(S(=O)(=O)N2CC(C)OC(C)C2)c(C)c1C (stereo not given)	0.0	-0.8	4	11
86	Cc1ccc(C)n1Cc1ccc(C(=O)O)cc1	-1.6	0.4	14	-2
87	COc1cc(CO)cc(I)c1OCc1ccc(C(=O)O)cc1	-0.2	0.7	-5	8
88	CCCCOc1ccc(C2=N/C(=C\OCC)C(=O)O2)cc1	-0.1	1.7	-2	1
89	O=C(Nc1c(F)cccc1F)C1CCN(C(=O)c2cccc(Cl)c2)CC1	0.1	0.3	26	-7
90	Cc1cc(CN2C(=O)C(C)Oc3cccnc32)no1 (stereo not given)	-0.1	1.2	5	-4
91	CC(=O)N1CCCN(C(=O)CC2C(=O)NCCN2CC2CCCCC2)CC1 (stereo not given)	-0.1	-0.7	-12	-1
92	O=C(Nc1ccc([N+](=O)[O-])cc1O)c1ncn[nH]1	-1.5	-0.2	44	4
93	Cn1c(=NC(=O)c2ccco2)sc2cccc(F)c21	0.0	-1.7	-1	-51
